MgcRacGAP inhibition: MgcRacGAP GTPase-activating activity inhibitors, confirmation, biochemical, ADP Hunter fluorescence; AID 624330; hit rate 0.6% among 340,000; MgcRacGAP-stimulated Rac1 GTP hydrolysis, ADP Hunter fluorescence; higher % means a stronger effect; GST-tagged Rac1 F28L mutant substrate; one-dose inhibition, % at 30 µM; IC50 in µM for titrated hits;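 active = first-screen hits whose inhibition reached a set limit at any dose in the follow-up dose series; inconclusive = inhibition above the set first-screen limit but never retested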;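 also: fluorescence reports GDP produced by GAP-driven GTP hydrolysis; strong numbers were not always called active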
LYP inhibition: inhibitors of LYP phosphatase, biochemical, fluorescence intensity, uHTS (AID 1779). recombinant LYP phosphatase, fluorescence intensity; higher % means a stronger effect. one-dose inhibition, % at 11.5 µM; IC50 in µM for titrated hits. hit rate 0.054% among 290,000; in the data active = inhibition above about 50%;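 also: plate controls were vehicle with enzyme for no effect and no enzyme for full effect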
Siah-1 displacement: blockers of Siah-1 interaction with plectin peptide – biochemical, fluorescence polarization, rhodamine-plectin, uHTS, primary screen (AID 1817); displacement, % at 20 µM, or IC50 in µM where a hit was titrated; Siah-1 / rhodamine-plectin peptide fluorescence polarization; higher % means a stronger effect; hit rate 0.02% among 290,000;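 active = displacement of at least 50% at 20 µM, with a fluorescence ratio check between 0.3 and a set limit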;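 also: plate controls were Siah plus tracer with DMSO for no effect and tracer alone without Siah for full effect; strong numbers were not always called active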
Dengue-2 NS5 capping: Dengue-2 NS5 methyltransferase inhibitors, primary screen, biochemical, confirmation dose response (AID 588689); Dengue-2 NS5 methyltransferase capping enzyme assay, biochemical; higher % means a stronger effect; hit rate 0.3% among 340,000; inhibition, % at 25 µM; hits with a dose series show IC50 in µM; in the data active = a potency from the dose series; inconclusive = inhibition above about 29% without an active follow-up result
AID2073: disruptors of CaV2.2 binding to Mint1 – biochemical, HTRF (AID 2073) | HTRF protein-protein interaction, Mint1-CaV2.2; higher % means a stronger effect | one-dose inhibition, % at 20 µM; IC50 in µM for titrated hits | hit rate 0.19% among 290,000; in the data active = inhibition mostly above about 51%, no sharp cut-off; inconclusive = no clear call, values can overlap the other calls; inactive = mostly below about 53%; also: some results filed as inactive read as strong as hits
RSV CPE inhibition: inhibition of RSV-induced cytopathic effect – HEp-2 cells, primary 10 µM value included (AID 2391). HEp-2 cells, RSV-induced CPE inhibition; higher % means a stronger effect. CPE inhibition, % at 10 µM; hits with a dose series show IC50 in µM. hit rate 0.13% among 310,000; in the data active = a potency from the dose series; inconclusive = CPE inhibition mostly from about 23% at the one dose, without a potency; inactive = the rest, 99 in 100 with CPE inhibition below about 21%; also: strong numbers were not always called active
Large T inhibition: TAg ATPase/helicase activity blockers – biochemical (AID 1903). one-dose inhibition, % at 20 µM; IC50 in µM for titrated hits. hit rate 0.39% among 310,000. SV40 large T antigen ATPase/helicase inhibition assay; higher % means a stronger effect; in the data active = a potency from the dose series; inconclusive = inhibition mostly from about 32% at the one dose, without a potency; inactive = the rest, 99 in 100 with inhibition below about 32%; also: strong numbers were not always called active
XIAP displacement: XIAP antagonists, biochemical, IAP family, fluorescence polarization (AID 1018). XIAP BIR domain, fluorescence polarization peptide displacement; higher % means a stronger effect. displacement, % at 20 µM, or IC50 in µM where a hit was titrated. hit rate 0.007% among 200,000; in the data active = displacement above about 50%; also: a part of the inactive calls stands beside numbers as strong as those of hits
HIV peptide binding: cell-free HIV fusion peptide-binding blockers – biochemical, uHTS, fluorescence dequenching, primary screen (AID 1986); inhibition, % at 20 µM; hits with a dose series show IC50 in µM; cell-free peptide binding, fluorescence dequenching, 30 min; higher % means a stronger effect; hit rate 0.3% among 290,000; in the data active = inhibition mostly above about 52%, no sharp cut-off; inactive = mostly below about 76%; also: some results filed as inactive read as strong as hits
Dengue-2 NS5 capping pilot replicate: recorded beside Dengue-2 NS5 capping, whose call it bears; inhibition, %; measured here: pilot screen replicate inhibition
The depositor's hits bear a star; ? = inconclusive; · = not tested or not shown; & = joins results of further samples.

SMILES | MgcRacGAP inhibition | LYP inhibition | Siah-1 displacement | Dengue-2 NS5 capping | AID2073 | RSV CPE inhibition | Large T inhibition | XIAP displacement | HIV peptide binding | others
Nc1nonc1-c1nc2ccccc2n1CCC(=O)O | 1% | -2% | -5% | -4% | 2% | 1.6% | 9% | 2.1% | -0.1% | Dengue-2 NS5 capping pilot replicate=2.4
Cc1ccccc1NC(=O)c1nn(C)c(C(=O)Nc2ccccc2C)c1[N+](=O)[O-] | 10% | -1% | 3% | -2% | 4% | 0.9% | 13% | · | -0.5%
COc1cccc(C(=O)NCCOc2cc(C)cc(C)c2)c1 | 6% | -7% | -1% | -7% | 0% | 1.8% | 3% | -0.8% | -0.2%
CCC1CCCCN1CCCNC(=O)C1CCCN(c2nn3c(=O)cc(C)nc3s2)C1 (configuration not stated) | -24% | -6% | 2% | 5% | -2% | 0.0% | 4% | · | -0.7%
CCOc1ccccc1N1CCN(c2ncnc3scc(-c4ccc(OC)cc4)c23)CC1 | 2% | 3% | -2% | -3% | 28% | 5.9% | -5% | · | 0.0%
Cc1ccccc1NC(=O)CSc1nc(N)c2c3c(sc2n1)CSC(C)(C)C3 | 3% | 6% | 8% | -1% | -2% | ? | 7% | -12% | 1.1%
Cc1cc(C)n2nc(SC(C)C(=O)Nc3ccc(Cl)cn3)nc2n1 (configuration not stated) | 11% | 0% | 0% | 2% | -6% | 1.3% | 21% | -15% | -0.7%
CCOC(=O)c1c(NC(=O)c2c(C(=O)O)cccc2[N+](=O)[O-])sc2c1CCCC2 | 14% | -4% | 0% | 7% | 28% | -0.6% | 22% | · | 0.6%
CC(C)Oc1ccc(Cc2cnc(N)nc2N)cc1 | 8% | 0% | -5% | -8% | -2% | 2.1% | 1% | -3.2% | 0.5%
COc1cc2c(cc1OC)C(C1C(=O)CC(C)(C)CC1=O)N(C(=O)CCl)CC2 (configuration not stated) | 10% | -13% | -2% | -13% | 24% | 1.0% | 0% | -4.9% | -0.6%
COc1cccc(CN2CCN(Cc3c(C)nn(C(C)C)c3C)CC2CCO)c1 (configuration not stated) | -14% | -4% | -5% | 3% | -10% | 0.4% | 7% | -1.7% | 0.0%
COc1ccc(C(=O)OCC(=O)c2ccc(Cl)s2)c(OC)c1OC | 8% | · | · | 10% | · | -0.1% | 7% | · | ·
Cc1ccccc1OC(C)C(=O)NCCCN1CCOCC1 (configuration not stated) | 5% | -6% | 9% | -3% | 4% | 0.5% | 9% | · | 0.8%
CC(Sc1ccc(Cl)cc1)C(=O)Nc1ccc(S(=O)(=O)N2CCOCC2)cc1 (configuration not stated) | 2% | 0% | 1% | -2% | 16% | 12% | 6% | -1.2% | 1.0%
CCc1cc(C(=O)OC)c(NC(=O)c2ccoc2C)s1 | 7% | -8% | -5% | -3% | 0% | 0.6% | -11% | · | -0.4%
Cc1cccc(/C=C/c2nc3ccccc3c(=O)n2Cc2ccccc2)c1 | 7% | 0% | 0% | -2% | 14% | 19% | 13% | -2.7% | 1.7%
CCOC(=O)CN(C(=O)CNC(=O)c1ccco1)C(C(=O)NC1CCCCC1)c1cccc(OC)c1 (configuration not stated) | 5% | -5% | 0% | -8% | -1% | 0.7% | -6% | -8.4% | 4.1%
COc1ccc(-c2csc(N(CCCN(C)C)C(=O)c3ccc(Br)cc3)n2)cc1 | 3% | -11% | 2% | -3% | -13% | -0.9% | 5% | · | 0.1%
COC(=O)c1ccccc1NC(=O)c1cc(OC)cc(OC)c1 | 10% | 4% | 2% | -1% | -8% | 3.4% | 4% | -1.4% | -0.6%
CCN1C2=C(C(=O)CCC2)C(c2ccc(O)cc2)C2=C1CCCC2=O | 11% | -4% | -1% | -4% | -10% | 1.5% | 28% | -5.6% | 0.7%
Fc1cccc(Nc2nc(-c3ccncc3)nc3ccccc23)c1 | 8% | -12% | 19% | -6% | 14% | 44µM* | 2% | -3.7% | 4.3%
O=C(CSc1nc(C2CC2)nc2ccccc12)Nc1ccccc1 | 10% | -12% | 13% | -1% | 13% | 4.2% | 4% | · | 3.5%
Cc1ccc(-n2c(C)cc(C(=O)CN3CCCCC3)c2C)cc1 | 8% | -2% | -1% | -5% | 12% | -0.5% | 5% | -0.9% | 0.5%
O=C(CNCC1CCCO1)Nc1ccc(N2CCCCCC2)cc1 (configuration not stated) | 63µM* | 2% | 1% | -2% | -33% | -0.4% | 26% | -10% | -1.6%
Cc1cc(C)cc(OCC(=O)NNC(=O)c2cc3ccccc3o2)c1 | -1% | -1% | -1% | · | 7% | 6.0% | 4% | -50% | 0.3%

The final two records of the section above lead into the next.
SMILES | MgcRacGAP inhibition | LYP inhibition | Siah-1 displacement | Dengue-2 NS5 capping | AID2073 | RSV CPE inhibition | Large T inhibition | XIAP displacement | HIV peptide binding | others
O=C(CNCC1CCCO1)Nc1ccc(N2CCCCCC2)cc1 (configuration not stated) | 63µM* | 2% | 1% | -2% | -33% | -0.4% | 26% | -10% | -1.6%
Cc1cc(C)cc(OCC(=O)NNC(=O)c2cc3ccccc3o2)c1 | -1% | -1% | -1% | · | 7% | 6.0% | 4% | -50% | 0.3%
CCCCCCn1c(C)nc2c(c1=O)c1nc3ccccc3nc1n2/N=C/c1ccco1 | 8% | 1% | 7% | 4% | 4% | 6.2% | 5% | -6.6% | 6.2% | Dengue-2 NS5 capping pilot replicate=1.8
O=C(c1cc(Cl)ccc1[N+](=O)[O-])n1cnc2ccccc21 | 12% | 0% | 3% | -10% | 3% | 2.4% | 17% | -3.7% | 0.4%
CCN1CCN(S(=O)(=O)c2ccc(C(=O)Nc3ccccc3)cc2)CC1 | 4% | -7% | -1% | 0% | 19% | 1.1% | 18% | · | 1.6%
CCOC(=O)N1CCN(C(=O)CSc2nc3c(cnn3-c3ccc(C)cc3)c(=O)[nH]2)CC1 | 0% | -4% | 4% | -1% | 8% | 0.2% | 11%&1% | -5.9% | 1.2%
Cc1cc(C)nc(SCC(=O)Nc2ccc(N3CCOCC3)cc2)n1 | 5% | -2% | 4% | 5% | -9% | -0.7% | 18% | -0.8% | -2.9%
CCCCn1c(S(=O)(=O)O)nc2ccccc21 | 3% | -6% | 9% | -2% | -3% | 1.1% | -5% | -2.5% | -0.4%
COC(=O)c1cccc(N/C=C(\[N+](=O)[O-])S(=O)(=O)c2ccccc2)c1 | 10% | -9% | 4% | -1% | 5% | 0.4% | 26% | · | -1.8%
CC(=O)c1ccc(N=Nc2ccc(N(C)C)cc2)cc1 | 6% | 1% | 0% | -11% | 14% | 4.9% | 5% | -0.2% | -2.4%
O=C(CSc1c[nH]c2ccccc12)NCc1ccc2c(c1)OCO2 | -3% | -3% | -2% | -5% | -6% | 1.8% | 5% | -6.5% | -4.1%
COc1cc(C2CC(=O)Oc3c(C(CCN4CCCC(C)C4)c4ccc(N(C)C)cc4)c(OC)cc(OC)c32)cc(OC)c1OC (configuration not stated) | 14% | -7% | 2% | -1% | 2% | 0.3% | 27% | · | 0.6%
O=C(COc1ccc(S(=O)(=O)N2CCCC2)cc1Cl)NC1CCCC1 | 9% | -6% | -1% | 3% | 3% | 0.0% | -6% | -5.4% | -2.1%
Cc1ccc(-c2c(C#N)c(N)n3c(nc4ccccc43)c2C#N)cc1 | 5% | -3% | -4% | 7% | 39% | 1.7% | 6% | 0.7% | 2.0%
COc1ccc(-c2nnc(SCC(=O)Nc3cc(S(=O)(=O)N4CCCCC4)ccc3Cl)n2N)cc1 | 4% | 12% | -1% | -3% | -2% | ? | -17% | -2.0% | -0.8%
Cc1cccc(NC(=O)CSc2nnc(NC(=O)c3ccc(S(=O)(=O)N4CCOCC4)cc3)s2)c1C | · | -1% | 10% | · | 17% | 0.6% | 3% | -7.0% | 2.4%
COc1cc(NC(=O)c2cc(-c3ccccc3Cl)on2)cc(OC)c1OC | 6% | -3% | -7% | 7% | 14% | -1.2% | 5% | · | 1.7%
CN1CCCC1=Nc1c2c(nc3ccccc13)N(C)CC2 | 0% | 2% | 0% | -5% | -6% | 1.6% | 8% | -4.5% | 5.1%
O=C(Cc1c(F)cccc1Cl)Nc1ncc([N+](=O)[O-])s1 | 9% | 1% | -2% | -3% | -1% | -1.5% | 3% | -3.7% | 1.0%
COc1cc(NC(=O)CCN2CCN(C)CC2)cc(OC)c1 | 2% | -10% | 12% | 3% | 0% | -1.5% | 5% | · | 0.0%
COc1ccc(S(=O)(=O)NNc2nc(C)cc(C)n2)cc1[N+](=O)[O-] | 10% | -5% | -6% | -6% | -28% | 1.7% | 3% | · | -0.7%
Cn1cc(S(=O)(=O)N2CCc3ccccc32)cc1C(=O)Nc1ccc(Cl)cc1 | -1% | -4% | 9% | -1% | 20% | 3.0% | 2% | · | -0.5%
CCOc1ccc(Nc2nc(Cl)nc(N3CCN(c4ccc(OC)cc4)CC3)n2)cc1 | 10% | 4% | 15% | 4% | 4% | 1.0% | 8% | -6.4% | 2.3%
CCCCc1nc2cc(C(=O)NCc3nccn3CC)ccc2o1 | 9% | 0% | 0% | 3% | 7% | 1.5% | 29% | · | 1.0%
COc1cccc2c1C(=O)C[C@]1(CCCC[C@@H]1C)O2 | 6% | · | · | -1% | · | 2.4% | 12% | · | ·
CCOc1ccc(CNc2ccc(N3CCCC3)cc2)cc1 | ? | 4% | 9% | 23% | 6% | 7.5% | 27% | -3.8% | -7.0%
CCOC(=O)N1CCC(N2Cc3cccc(C(=O)N4CCN(c5cccc(Cl)c5)CC4)c3C2=O)CC1 | -1% | 7% | 6% | -6% | 20% | 4.9% | 14% | 12% | 2.6%
Cc1ccc(Cl)cc1-c1ccc(C=Nc2ccc(N3CCOCC3)cc2)o1 | 11µM* | 4% | -6% | -6% | 4% | 4.4% | 38% | -8.0% | -2.0%

Entries listed so far with a COOH group:
SMILES | MgcRacGAP inhibition | LYP inhibition | Siah-1 displacement | Dengue-2 NS5 capping | AID2073 | RSV CPE inhibition | Large T inhibition | XIAP displacement | HIV peptide binding | others
Nc1nonc1-c1nc2ccccc2n1CCC(=O)O | 1% | -2% | -5% | -4% | 2% | 1.6% | 9% | 2.1% | -0.1% | Dengue-2 NS5 capping pilot replicate=2.4
CCOC(=O)c1c(NC(=O)c2c(C(=O)O)cccc2[N+](=O)[O-])sc2c1CCCC2 | 14% | -4% | 0% | 7% | 28% | -0.6% | 22% | · | 0.6%

Three entries from above, ordered by molar mass, ascending:
SMILES | MgcRacGAP inhibition | LYP inhibition | Siah-1 displacement | Dengue-2 NS5 capping | AID2073 | RSV CPE inhibition | Large T inhibition | XIAP displacement | HIV peptide binding | others
CCOc1ccc(CNc2ccc(N3CCCC3)cc2)cc1 | ? | 4% | 9% | 23% | 6% | 7.5% | 27% | -3.8% | -7.0%
COc1cc(NC(=O)c2cc(-c3ccccc3Cl)on2)cc(OC)c1OC | 6% | -3% | -7% | 7% | 14% | -1.2% | 5% | · | 1.7%
COc1ccc(-c2nnc(SCC(=O)Nc3cc(S(=O)(=O)N4CCCCC4)ccc3Cl)n2N)cc1 | 4% | 12% | -1% | -3% | -2% | ? | -17% | -2.0% | -0.8%
